Assay outcomes deposited in PubChem BioAssay by Sanford-Burnham Center for Chemical Genomics.
UPR XBP1 act = adaptive UPR (XBP1) activation; CHO-XBP1 luciferase reporter, IRE1-XBP1 UPR activation, luminescence; percent of tunicamycin response, DMSO as zero; activation, % at 20 µM; actives 0.33% (n = 330,000);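 active = versus positive control, 20 µM dose yields 30% or more activation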;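 note: 100% = tunicamycin at 10 µg/mL and 0% = DMSO only wells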
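assay system = CHO-XBP1 luciferase reporter cells | amount = 1000 cells/well | buffer or medium = F12 plus 10% FBS | compound dosing = single point, 20 µM final compound, 1% DMSO | incubation = 16-18 h cell attachment at 37 °C, then 6 h compound exposure | detection = Steady-Glo luminescence read | controls = tunicamycin 10 µg/mL and vehicle-only wells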
Mdm2-MdmX inh = disrupts the human Mdm2-MdmX interaction. O15151+Q00987. inhibition, % at 8 µM. AID 485346. SaOS-2 split-luciferase Mdm2/MdmX complementation, luminescence. actives 3% (n = 330,000);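 active = inhibition of at least 50% at 8 µM in the primary screen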
Target sequence (O15151 whole entry, looked up): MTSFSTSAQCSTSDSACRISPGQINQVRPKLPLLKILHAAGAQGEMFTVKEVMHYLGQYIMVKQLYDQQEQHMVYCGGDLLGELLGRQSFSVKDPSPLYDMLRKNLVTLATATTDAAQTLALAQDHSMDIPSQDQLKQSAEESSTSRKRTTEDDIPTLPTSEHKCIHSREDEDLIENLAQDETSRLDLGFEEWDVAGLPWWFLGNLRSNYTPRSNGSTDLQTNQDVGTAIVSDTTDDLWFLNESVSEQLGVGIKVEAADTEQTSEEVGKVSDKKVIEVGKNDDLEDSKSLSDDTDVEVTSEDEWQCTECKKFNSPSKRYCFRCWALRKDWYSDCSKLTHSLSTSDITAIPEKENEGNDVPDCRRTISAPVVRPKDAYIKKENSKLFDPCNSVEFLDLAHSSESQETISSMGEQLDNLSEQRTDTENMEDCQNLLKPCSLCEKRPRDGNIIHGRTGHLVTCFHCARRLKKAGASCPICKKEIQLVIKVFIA
Target sequence (Q00987 whole entry, looked up): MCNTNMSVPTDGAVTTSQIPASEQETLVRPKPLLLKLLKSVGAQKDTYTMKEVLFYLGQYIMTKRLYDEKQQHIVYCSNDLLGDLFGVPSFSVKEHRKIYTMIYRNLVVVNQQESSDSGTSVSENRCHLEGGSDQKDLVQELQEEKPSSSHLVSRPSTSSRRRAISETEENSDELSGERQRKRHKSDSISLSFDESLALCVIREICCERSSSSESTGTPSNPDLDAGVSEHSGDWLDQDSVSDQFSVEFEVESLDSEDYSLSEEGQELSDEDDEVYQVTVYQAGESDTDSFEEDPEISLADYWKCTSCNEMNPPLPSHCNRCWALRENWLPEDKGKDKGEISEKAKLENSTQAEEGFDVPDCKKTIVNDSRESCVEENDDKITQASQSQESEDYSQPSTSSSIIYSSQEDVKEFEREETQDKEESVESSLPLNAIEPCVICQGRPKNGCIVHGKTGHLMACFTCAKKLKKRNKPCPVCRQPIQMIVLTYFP
697 NFkB inh = inhibitors of the PMA/ionomycin-induced NF-kB reporter in 697 B cells; inhibition, % at 4 µM; actives 0.33% (n = 330,000); 697 B-cell NF-kB luciferase reporter, 16 h; in the data active = inhibition above about 35%
tim23-1 inh = tim23-1 yeast growth inhibition; S. cerevisiae tim23-1 growth, BacTiter-Glo luminescence, 24 h; inhibition, % at 20 µM; actives 1.3% (n = 330,000); AID 463212;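 active = growth inhibition of the mutant yeast at or above 50%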;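 note: temperature-sensitive mutant grown at 25 °C; plate controls were DMSO-treated mutant yeast for no effect and medium wells lacking yeast for full effect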
Jurkat NFkB inh = lowers PMA/ionomycin-induced NF-kB signal in Jurkat cells. actives 0.53% (n = 330,000). inhibition, % at 4 µM. AID 435003. PMA/ionomycin-induced NF-kB luciferase reporter, luminescence; in the data active = inhibition above about 50%
UPR CHOP act = activators of apoptotic arm of unfolded protein response (CHOP). CHO-CHOP luciferase reporter, UPR activation, luminescence; percent of tunicamycin response over DMSO baseline. activation, % at 10 µM. actives 0.34% (n = 330,000);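 active = at 10 µM dose, activation of 40% or more, normalized to positive control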;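 note: 100% = tunicamycin at 10 µg/mL and 0% = DMSO alone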
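System: CHO CHOP reporter cells. Amount: 500 cells per well. Buffer or medium: F12 medium, 10% FBS. Compound dosing: one dose, 10 µM in 0.5% DMSO. Incubation: 6 h compound exposure at 37 °C after overnight seeding. Technique: Steady-Glo luciferase luminescence. Benchmarks: tunicamycin and DMSO controls.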
tim10-1 inh = growth inhibitors of tim10-1 mutant yeast; S. cerevisiae tim10-1 ts strain growth, BacTiter-Glo, 24 h; inhibition, % at 20 µM; actives 2.2% (n = 330,000); AID 463190;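 active = inhibition of at least 40%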;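 note: mutant grown at 25 °C; 0% = DMSO wells with yeast and 100% = wells holding no yeast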
TIM10 inh = growth inhibitors of TIM10 yeast strain. actives 1.4% (n = 330,000). S. cerevisiae TIM10 strain growth, BacTiter-Glo luminescence, 24 h. inhibition, % at 10 µM. AID 463195;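 active = inhibition of 40% or more at the single tested concentration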;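 note: wild-type TIM10 isogenic control strain grown at permissive 25 °C; 0% = DMSO yeast wells and 100% = minimal medium wells without yeast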
* marks the source's active call; other numbers are inactive results; · = not tested or not shown.

nr	SMILES	tim10-1 inh	UPR CHOP act	Jurkat NFkB inh	697 NFkB inh	TIM10 inh	Mdm2-MdmX inh	UPR XBP1 act	tim23-1 inh
1	CCCOC(=O)C1C2C=C[C@]3(CN(CCc4ccccc4)C(=O)[C@H]13)O2 (some centres undefined)	11.0	3.5	0.2	20.3	1.1	20.8	0.6	11.4
2	CSc1sc(C(=O)NCC2CC2)c(-c2cccs2)c1C#N	9.1	-2.4	-14.4	-20.6	-8.4	-0.3	-4.5	23.3
3	CCCCNc1ccc(S(N)(=O)=O)cc1[N+](=O)[O-]	9.7	-0.1	-1.5	-5.8	11.0	9.3	-1.1	10.5
4	COc1ccc(C(=O)/C=C/NCc2ccc(C)cc2)cc1	12.9	5.5	-9.5	16.0	18.9	18.6	-2.1	12.4
5	COc1ccc(-c2nnc(SCC(=O)NC(C)c3ccccc3)o2)cc1 (centres undefined)	4.7	-0.7	-1.6	10.4	-13.1	12.6	-0.5	13.3
6	N#C[C@]1(S(=O)(=O)c2ccccc2)C[C@@H]2ON=C(c3cccc(Br)c3)[C@@H]2C1	18.2	2.3	7.3	-6.0	12.5	21.3	-1.5	24.4
7	S=C1NCCNC(=S)NCCOCCOCCN1	-6.7	0.3	-14.5	25.3	-5.1	26.6	-1.7	8.6
8	O=C(CCSc1ccccc1)NCc1cccnc1	3.0	1.6	-7.5	5.1	-10.2	7.0	-2.4	-3.2
9	COc1ccc(N2CCN(C(=O)CN(C)S(=O)(=O)c3cccs3)CC2)cc1	28.6	2.8	6.8	-10.7	-2.0	12.1	-4.0	24.6
10	Cc1ccc2nc3c(cc2c1)c(C)nn3-c1ccccc1	20.8	0.9	-7.1	-29.2	20.7	-29.6	2.1	24.7
11	Cc1cccc(-n2nc([N+](=O)[O-])c(=NC3CCN(Cc4ccccc4)CC3)n2O)c1	1.8	-2.0	1.7	-16.7	3.0	-7.6	-1.1	15.4
12	COc1ccc(S(=O)(=O)Nc2ccccc2Cl)cc1NC(C)=O	0.8	-1.2	10.5	17.6	1.3	-12.4	-4.3	11.4
13	O=C(c1ccc(F)cc1F)N1CCN(S(=O)(=O)c2ccc3c(c2)OCCO3)CC1	23.0	-1.7	10.6	15.0	18.5	20.3	-0.5	42.2
14	O=C(CCS(=O)(=O)c1ccccc1)OCC(=O)N1CCN(S(=O)(=O)c2ccc(Cl)cc2)CC1	9.9	-0.6	-0.7	1.8	4.5	-10.5	-2.9	17.8
15	COCCN(C(=O)COC(=O)CCC(=O)c1ccc(Cl)cc1)c1c(N)n(Cc2ccccc2)c(=O)[nH]c1=O	-7.9	2.0	16.0	14.3	-3.6	27.7	-3.5	4.3

nr	SMILES	tim10-1 inh	UPR CHOP act	Jurkat NFkB inh	697 NFkB inh	TIM10 inh	Mdm2-MdmX inh	UPR XBP1 act	tim23-1 inh
16	CC(O)C(NS(=O)(=O)c1ccc(Cl)cc1)C(=O)OCc1cc([N+](=O)[O-])cc2c1OCOC2 (centres undefined)	3.2	10.9	4.4	-12.2	-6.2	24.2	-1.9	-2.0
17	O=C(COC(=O)c1cccc(OC(F)F)c1)NCC1CCCO1 (centres undefined)	19.0	0.0	2.8	10.3	-0.8	4.9	-1.4	11.1
18	CN(Cc1ccccc1)C(=O)c1nc2ccccn2c1CNCCOc1cccnc1	-0.8	-0.6	-4.3	22.9	-19.7	-8.0	0.2	5.7
19	CCOc1ncccc1C(=O)Nc1ccc(F)cc1	7.1	0.7	3.8	-16.7	-38.2	15.9	0.1	0.7
20	CCN1CC2([N+](=O)[O-])C=CC(=O)C([N+](=O)[O-])(C1)C2CC(=O)c1ccccc1 (centres undefined)	19.4	0.9	13.9	1.3	16.6	8.6	0.8	3.0
21	Cc1cccnc1NC(=O)CCC(=O)c1cccs1	0.7	0.2	-9.5	4.9	6.6	19.6	0.7	6.7
22	CCOC(=O)c1c(C)[nH]c(C(=O)OCC(=O)N2CCc3ccccc32)c1C	15.5	0.1	-28.7	-32.1	-25.9	70.4*	-1.9	-20.5
23	CCCSc1nnc(NC(=O)Nc2ccc(F)cc2)s1	21.7	1.0	-30.3	-66.2	-1.7	95.2*	2.0	22.7
24	COc1ccc(C2Nc3ccccc3C(=O)N2c2ccc(C)cc2)cc1Cn1cc([N+](=O)[O-])cn1 (centres undefined)	24.8	3.6	-49.4	-93.6	36.9	-23.3	-1.0	40.0
25	O=C1C2C3C=CC(CC3)C2C(=O)N1c1ccc(Cl)cc1 (centres undefined)	-14.9	-0.3	-12.9	-13.0	-9.1	15.6	-1.8	-6.8
26	NC(=O)C1CCN(CC(=O)Nc2cccc(C(=O)Nc3cccc(C(F)(F)F)c3)c2)CC1	9.6	1.0	-10.7	10.0	5.1	25.2	-1.7	6.5
27	CCN(CC)c1nc(N)nc(NS(=O)(=O)c2ccc(Cl)cc2)n1	9.9	0.3	8.7	16.5	-2.7	-12.5	-2.8	10.8
28	CCCS(=O)(=O)NCCc1csc(-c2ccc(OC)c(OC)c2)n1	-2.6	-0.4	-7.1	-7.6	-13.8	21.4	-3.2	4.1
29	O=C(NCCN1CCOCC1)c1ccc(N2CCCC2)c([N+](=O)[O-])c1	-12.6	-2.2	-7.6	15.2	-21.2	16.8	-1.5	5.8
30	CN(C)c1ccc(CN(CC2CCCO2)C(=O)c2cc3ccccc3o2)cc1 (centres undefined)	-16.2	0.6	-5.1	-16.6	11.0	6.4	-1.1	23.8

nr	SMILES	tim10-1 inh	UPR CHOP act	Jurkat NFkB inh	697 NFkB inh	TIM10 inh	Mdm2-MdmX inh	UPR XBP1 act	tim23-1 inh
31	Cc1cc(N/C=C/C(=O)c2ccc(Br)cc2)no1	12.1	4.8	-48.1	-76.2	8.7	-94.0	2.0	3.2
32	COc1ccc(F)cc1S(=O)(=O)N1CCC2(CC1)OCCN2S(=O)(=O)c1ccccc1	1.6	0.5	-10.7	-9.9	-8.1	20.6	-2.1	16.1
33	COc1ccc(-c2nc(CSCC(=O)NC3CCCc4ccccc43)c(C)o2)cc1 (centres undefined)	26.4	-1.8	-8.8	-44.4	17.5	-1.1	-3.6	36.9
34	O=C(NC1CCCCC1)C1CCCN(S(=O)(=O)c2ccc(Br)s2)C1 (centres undefined)	13.1	1.8	-3.6	-8.8	1.6	18.2	-3.2	9.7
35	O=C1C(Nc2ccccc2)=CC(c2ccc(O)cc2)N1c1ccccc1 (centres undefined)	12.8	-0.9	-14.0	-17.5	7.3	15.9	-2.0	10.4
36	O=S(=O)(c1ccc(Sc2nnc3ccccn23)nc1)N1CCOCC1	9.9	1.0	-12.0	-5.1	-8.5	-1.6	-1.1	5.7
37	C=CCOc1ccc2ccccc2c1CNn1cn[nH]c1=S	26.1	0.5	-10.8	-7.6	15.7	10.5	2.4	24.9
38	CCN1CCN(C(=O)NCc2ccccc2)CC1	-13.4	-0.8	4.5	-1.6	-7.8	7.3	-1.5	-5.6
39	COc1cc(OC)c(C(=O)O/N=C(\N)c2ccccc2)cc1OC	32.2	3.2	1.6	-19.7	16.4	56.9*	4.3	22.1
40	Cc1cc(NC(=O)c2ccc3c(c2)OCCO3)ccc1NC(=O)c1cc2ccccc2o1	-30.0	4.4	-16.2	-5.2	20.7	29.3	3.2	23.8
41	O=S(=O)(c1ccc(NC(=S)NCc2ccco2)cc1)N1CCCCC1	16.0	0.6	1.4	-6.3	27.4	19.5	-2.8	14.9
42	O=C1c2ccccc2C(O)(c2ccccc2)N1c1ccncc1 (centres undefined)	-9.9	0.0	10.9	14.4	9.6	10.7	-2.1	-2.7
43	Cc1ccc(S(=O)(=O)N2CCOC23CCN(S(=O)(=O)c2c(C)cc(C)cc2C)CC3)cc1	18.2	1.2	6.7	14.5	13.2	18.8	-1.6	15.9
44	CC(C)CN(C(=O)c1ccco1)C1CCS(=O)(=O)C1 (centres undefined)	6.2	0.1	5.9	6.0	-10.6	18.1	-2.0	13.3
45	Cc1nc(NC(=O)CSc2nnc(C3CC3)n2C)sc1C	-5.2	2.7	-4.5	-11.5	-7.1	22.7	1.9	-18.8

Compound profiles (already shown). Screens in order: tim10-1 inh	UPR CHOP act	Jurkat NFkB inh	697 NFkB inh	TIM10 inh	Mdm2-MdmX inh	UPR XBP1 act	tim23-1 inh
O=S(=O)(c1ccc(NC(=S)NCc2ccco2)cc1)N1CCCCC1 across the screens: 16.0	0.6	1.4	-6.3	27.4	19.5	-2.8	14.9
Cc1cc(NC(=O)c2ccc3c(c2)OCCO3)ccc1NC(=O)c1cc2ccccc2o1 across the screens: -30.0	4.4	-16.2	-5.2	20.7	29.3	3.2	23.8

Carrying on.
nr	SMILES	tim10-1 inh	UPR CHOP act	Jurkat NFkB inh	697 NFkB inh	TIM10 inh	Mdm2-MdmX inh	UPR XBP1 act	tim23-1 inh
46	Cc1ccc(NC(=O)c2ccc(F)cc2F)cc1	8.1	4.7	-132.1	-150.3	1.8	-121.4	-2.8	8.6
47	COc1cc(OC)cc(C(=O)NNC(=O)CN2C(=O)NC(C)(c3ccccc3)C2=O)c1 (centres undefined)	-2.9	-0.8	-19.5	-29.5	-0.5	5.7	-0.3	-2.2
48	COc1cc(OC)cc(C(=O)NCCc2ccc(OC)c(OC)c2)c1	7.2	0.1	1.3	16.4	11.4	-5.6	1.4	12.0
49	Cc1ccc(S(=O)(=O)N2CCN(C(=O)COC(=O)COc3cccc(C(F)(F)F)c3)CC2)c(C)c1	5.7	-0.5	-2.9	0.0	8.7	2.4	-2.6	11.2
50	C[C@H](NC(=O)c1nc[nH]c1C(=O)N1CCN(c2ccccc2)CC1)C(=O)OC(C)(C)C	2.6	-0.9	-9.4	-7.0	-5.0	13.5	-4.3	4.2
51	CCCN(CC1CC1)C(=O)COC(=O)c1ccc(C)cc1O	2.5	0.2	-1.2	7.6	11.2	14.3	-1.3	23.7
52	Cc1cc2c(c(C)c1Cl)C(c1ccc3c(c1)OCO3)CC(=O)O2 (centres undefined)	22.4	2.1	·	-12.7	-7.0	-7.3	1.9	45.4
53	Cc1ccc(-c2nn3c(C)nnc3c3ccccc23)cc1S(=O)(=O)NCc1ccccc1	7.5	-0.3	5.7	24.0	10.3	26.1	2.0	14.2
54	CCOCC(=O)Nc1cc(C(=O)OC)ccc1C(=O)OC	-10.2	-2.1	0.5	0.3	-32.9	5.8	-3.7	-23.0
55	O=c1c2ccccc2nc(/C=C/c2cc(Br)ccc2O)n1CCCO	33.2	-0.5	-5.5	19.3	20.5	89.5*	-5.2	19.8
56	CC1(C)Cc2c(sc(NC(=O)COc3cccc4ccccc34)c2C#N)C(C)(C)N1	12.5	54.0*	87.4*	-16.7	18.1	98.3*	25.1	18.9
57	CCC(C)c1ccc(NC(=S)N2CCN(S(C)(=O)=O)CC2)cc1 (centres undefined)	19.1	1.0	-10.4	7.2	8.2	19.9	-2.7	4.5
58	O=c1[nH]c(SCc2n[nH]c(=S)n2-c2ccccc2)nc2sc3c(c12)CCC3	14.4	-1.4	1.4	20.9	12.1	8.8	-1.1	-1.2
